esBAF inh: SWI/SNF esBAF complex inhibition; mouse ES cells, Bmi1-luciferase knock-in reporter, 24 h; 100% = twice the neutral-well signal; reporter increase, % at 12.5 µM; 2% of 350,000 active; in the data active = activation above about 40%; inconclusive = no clear call, values can overlap the other calls;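 also: 0% = median of the plate's neutral control wells and 100% = double that signal; a rise in the Bmi1 reporter signal indicates esBAF inhibition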
Cneo AK release: causes C. neoformans cell lysis | adenylate kinase release luminescence, 4 h; normalised: neutral wells 0, clomiphene wells 100 | lysis activity, % at 15 µM | 0.2% of 360,000 active | AID 651654;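 active = mean lysis activity across replicates of at least 80%, whatever share of replicates individually reach that level; inactive = mean lysis activity below 80%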
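Test system: log-phase Cryptococcus neoformans yeast cells; Quantity: yeast cell density of 5 × 10^6 cells/mL; Buffer or medium: YPD; Doses: single compound concentration per well; Timing: 4 h at 37 °C static, read 1 h later; Measured by: AK luminescence; Read-out basis: lysis from increased AK signal; Control set: Clomiphene as positive control.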
C2C12 statin: suppressors of simvastatin-induced myotoxicity in C2C12 myotubes | ATP luminescence, 48 h; scaled: DMSO 0, geranylgeraniol control 100 | rescue of ATP level, % at 7.49 µM | 0.78% of 330,000 active | AID 602340;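 active = mean ATP rescue above about 67%, or every replicate alone reaching that limit, limit read from the data, passing the limit was not always enough; inconclusive = no clear call, values can overlap the other calls; inactive = mean under the limit and some replicate under it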;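 also: myotubes were challenged with 10 µM simvastatin during compound exposure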
SIRT5 block: blocks human SIRT5 desuccinylation of peptide; inhibition, % at 15 µM; Purified SirT5, succinyl-peptide AMC, trypsin-coupled fluorescence; AID 652115; 1.1% of 330,000 active; in the data active = inhibition above about 15%; inconclusive = no clear call, values can overlap the other calls
Target sequence (Q9NXA8 whole entry, looked up): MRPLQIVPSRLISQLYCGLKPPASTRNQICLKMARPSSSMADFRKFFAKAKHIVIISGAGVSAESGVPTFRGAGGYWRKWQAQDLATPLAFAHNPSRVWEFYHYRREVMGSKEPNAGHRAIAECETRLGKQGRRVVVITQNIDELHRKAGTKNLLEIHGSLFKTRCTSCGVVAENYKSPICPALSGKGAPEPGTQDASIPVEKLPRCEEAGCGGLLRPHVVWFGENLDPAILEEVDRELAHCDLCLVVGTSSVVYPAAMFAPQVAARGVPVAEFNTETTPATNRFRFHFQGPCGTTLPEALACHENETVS
ERp5 block: ERp5 (human) disulfide isomerase inhibition; Q15084; ERp5 insulin aggregation, absorbance 650 nm, 90 min; inhibition, % at 9.99 µM; 0.05% of 350,000 active; AID 651711;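 active = mean replicate inhibition above about 25%, with every replicate also reaching it, limit read from the data, passing the limit was not always enough; inconclusive = only one of those two criteria met; inactive = neither criterion met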
Target sequence (Q15084 whole entry, looked up): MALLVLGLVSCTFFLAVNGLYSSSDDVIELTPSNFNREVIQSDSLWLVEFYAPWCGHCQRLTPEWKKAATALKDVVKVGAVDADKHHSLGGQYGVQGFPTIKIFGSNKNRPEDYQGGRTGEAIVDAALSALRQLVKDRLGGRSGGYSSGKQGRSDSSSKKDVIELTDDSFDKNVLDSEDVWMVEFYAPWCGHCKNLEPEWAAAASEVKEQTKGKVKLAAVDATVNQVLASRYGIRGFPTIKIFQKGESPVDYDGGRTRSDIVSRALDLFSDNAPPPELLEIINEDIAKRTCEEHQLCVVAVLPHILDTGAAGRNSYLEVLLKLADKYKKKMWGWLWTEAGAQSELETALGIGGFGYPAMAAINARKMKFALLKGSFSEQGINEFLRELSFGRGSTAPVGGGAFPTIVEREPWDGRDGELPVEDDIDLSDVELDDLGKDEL
ARNT TACC3 PPI: disrupts binding between human ARNT and TACC3 | Q9Y6A5 | AlphaScreen His-ARNT PAS-B/GST-TACC3 binding, luminescence; TACC3 fragment carries E629A point mutation | inhibition, % at 9.99 µM | 0.66% of 390,000 active | AID 623870;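 active = mean inhibition of replicates at least 50% and at least half of replicates each reaching 50%; inconclusive = half or more replicates reach 50% but mean below 50%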;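 also: 0% = complete ARNT plus TACC3 wells and 100% = ARNT alone without TACC3; many hits fall short of the cut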
miR122 inh: inhibitors of miR-122 in Huh7 cells; Huh7 miR-122 Renilla luciferase sensor, 48 h; neutral wells = 0, positive control = 100; activation (reporter increase), % at 12.5 µM; 0.3% of 340,000 active;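 active = mean replicate activation score at least 90 and every replicate individually at or above 90; inconclusive = only one of the two criteria met; inactive = neither criterion met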;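 also: higher luciferase means less miR-122 activity so hits act as miR-122 inhibitors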
An asterisk follows results filed as active; ? = inconclusive; . = not tested or not shown; [ ] = remark or other dose. Not a hit list, and some 4% of all compounds hit somewhere here.

SMILES | esBAF inh | Cneo AK release | C2C12 statin | SIRT5 block | ERp5 block | ARNT TACC3 PPI | miR122 inh
Cc1nn(C)c(C)c1NC(=O)c1ccnn1C | -8 | 0 | -4 | . | . | -1 | 3
COc1ccc2[nH]cc(/C=N/NS(=O)(=O)c3ccc(C)cc3)c2c1 | . | . | . | -5 | 6 | 7 | .
COC(=O)c1ccc(CSc2nnnn2Cc2ccccc2)cc1 | 4 | -1 | 5 | . | . | -3 | .
C[C@H]1CCCCO[C@@H](CN(C)C(=O)C2CCCCC2)[C@@H](C)CN([C@@H](C)CO)C(=O)c2cc(NS(=O)(=O)c3ccccc3)ccc2O1 | 10 | 0 | 55 | 3 | 11 | -11 | -9[16.7 µM]
CCN1CCN(C(c2ccccc2)c2nnnn2Cc2ccc(OC)cc2)CC1 (configuration not stated) | 0 | . | 1 | . | 3 | 1 | -3
Cc1ccc(C(=O)Oc2oc(-c3ccccc3)nc2C=Nc2ccc(N(C)C)cc2)cc1 | . | . | . | -2 | -6 | -1 | .
COc1ccc(CN(C)C[C@H]2Oc3ccc(NS(=O)(=O)c4cn(C)cn4)cc3CC(=O)N([C@@H](C)CO)C[C@H]2C)cc1 | -5 | . | 5 | 0 | 5 | . | -3[16.7 µM]
COc1ccccc1-c1nc2n(n1)C(c1cccs1)C(C(=O)Nc1cccnc1)=C(C)N2 (configuration not stated) | 12 | -2 | . | . | . | -5 | -2
Cc1ccc(-n2c(=O)c3ccc(C(=O)NCc4ccco4)cc3n(Cc3ccccc3C#N)c2=O)cc1 | . | . | . | 0 | 0 | -4 | .
COc1ccc(OC)c(/C=N/NC(=O)c2ccc(=O)[nH]n2)c1 | 1 | . | 16 | 0 | 2 | -8 | -4
CCCNc1c(NS(=O)(=O)c2ccc(C)cc2C)c(=O)oc2ccccc12 | 7 | -3 | 13 | -1 | -1 | -2 | 6
O=C(C[C@H]1C[C@H]2c3cc(NC(=O)C4CCC4)ccc3O[C@H]2[C@H](CO)O1)NCc1ccccn1 | 0 | -1 | -3 | -2 | -6 | -7 | 0[16.7 µM]
O=C(/C=C/c1ccccc1)OCc1cnc(Cl)s1 | . | . | . | -5 | 21 | -3 | .
C/C(=N\NC(=O)c1ccccc1[N+](=O)[O-])c1ccc(Br)s1 | 3 | -3 | . | 3 | 0 | -4 | .
Cc1noc(C)c1NC(=O)N(C)C[C@@H]1Oc2c(NC(=O)c3ccc(-c4nccs4)cc3)cccc2C(=O)N([C@H](C)CO)C[C@@H]1C | -5 | 51 | 4 | -1 | -4 | 0 | -1[16.7 µM]
O=[N+]([O-])c1ccc2[nH]c(O)c(N=NC(=S)Nc3cccnc3)c2c1 | . | . | . | 7 | 3 | 11 | .
Cn1c(N)c(C(=O)COC(=O)c2ccc(C(F)(F)F)cc2)c(=O)n(C)c1=O | -1 | -1 | 1 | . | -3 | 3 | -7
Cc1ccc(S(C)(=O)=O)cc1C(=O)NC(C)C1CC2CCC1C2 (configuration not stated) | -5 | 2 | -67 | 0 | 3 | 2 | -1
O=S(=O)(c1ccc(Cl)cc1)N1CCN(C2CCN(Cc3ccccc3)CC2)CC1 | -8 | -4 | ? | . | . | 5 | 6
Cc1ccc(S(=O)(=O)N2C[C@@H](O)COC[C@H]3O[C@H](CC(=O)NCc4ccc5c(c4)OCO5)CC[C@@H]32)cc1 | -5 | 104* | -4 | 10 | 21 | -10 | 37[16.7 µM]

Brought forward from above: 4 compounds, followed by the next part.
SMILES | esBAF inh | Cneo AK release | C2C12 statin | SIRT5 block | ERp5 block | ARNT TACC3 PPI | miR122 inh
Cn1c(N)c(C(=O)COC(=O)c2ccc(C(F)(F)F)cc2)c(=O)n(C)c1=O | -1 | -1 | 1 | . | -3 | 3 | -7
Cc1ccc(S(C)(=O)=O)cc1C(=O)NC(C)C1CC2CCC1C2 (configuration not stated) | -5 | 2 | -67 | 0 | 3 | 2 | -1
O=S(=O)(c1ccc(Cl)cc1)N1CCN(C2CCN(Cc3ccccc3)CC2)CC1 | -8 | -4 | ? | . | . | 5 | 6
Cc1ccc(S(=O)(=O)N2C[C@@H](O)COC[C@H]3O[C@H](CC(=O)NCc4ccc5c(c4)OCO5)CC[C@@H]32)cc1 | -5 | 104* | -4 | 10 | 21 | -10 | 37[16.7 µM]
Cc1nonc1CC(=O)N1CCCC(C(=O)c2cccc(C(F)(F)F)c2)C1 (configuration not stated) | -4 | 1 | 8 | -1 | 4 | 2 | -1
O=C(/C=C/c1ccc(F)cc1)Nc1ccc2[nH]c(=O)[nH]c2c1 | 5 | -1 | -8 | 0 | 1 | -2 | -3
Cc1ccc(/C=C2/SC(=O)NC2=S)o1 | -3 | 3 | 6 | . | . | 16 | -3
COc1ccc(NC(=O)CNC(=O)c2ccco2)cc1 | 29 | -1 | 6 | -1 | 5 | 8 | -18
CC(C)[C@H](NC(=O)NCCc1ccc(Cl)cc1)C(=O)O | 4 | 1 | 19 | 0 | -4 | -8 | -2
C=CCn1c(SCC(=O)Nc2ccc3c(c2)OCCO3)nc2cc(C(=O)O)ccc2c1=O | -4 | -2 | 3 | -1 | 14 | -4 | -3
Cc1cccc(C)c1NC(=O)CNC(=O)c1ccc2ccccc2n1 | -2 | 0 | 28 | 8 | 3 | -2 | -6
C=CCNC(=O)c1cnc(-c2ccccc2)nc1-c1ccccc1 | -6 | 3 | 3 | -2 | 1 | -5 | -5
Nc1cccc2cccc([N+](=O)[O-])c12 | 7 | 6 | 3 | 9 | -1 | -1 | .
C#CCNc1nc(CC)nc2c1nnn2Cc1ccccc1F | -1 | 0 | 8 | . | . | . | -1
COC(=O)COc1cc2ccccc2cc1C(=O)Nc1ccccc1 | . | . | . | -4 | 2 | -8 | .
COCC#Cc1ccc2c(c1)O[C@@H](CN(C)Cc1ccc3c(c1)OCO3)[C@H](C)CN([C@@H](C)CO)S2(=O)=O | 1 | -5 | -139 | 6 | 4 | 25 | -1[16.7 µM]
CCOC(=O)c1ccc(NC(=O)C2(c3ccc(OC)cc3)CCOCC2)cc1 | -1 | -1 | -7 | . | . | -5 | 3
C[C@H](CO)N1C[C@H](C)[C@H](CN(C)C(=O)c2ccc(F)cc2)Oc2ncc(/C=C/c3ccccc3)cc2C1=O | 3 | 23 | 15 | -10 | -1 | -3 | -4[16.7 µM]
CN(C)C(=O)c1cccc(-c2ccc([C@H]3[C@@H](C#N)N(C(=O)C4CC4)[C@H]3CO)cc2)c1 | -5 | -5 | -8 | 2 | 2 | 2 | .
Cc1ccc(-c2ccc([C@H]3[C@H](CO)N4CCCCN(S(=O)(=O)c5cccc(C)c5)C[C@@H]34)cc2)cc1 | . | 10 | . | 2 | 6 | 25 | 5[16.7 µM]
CCCn1c(SCC(=O)c2ccc3c(c2)OCCO3)nnc1-c1ccco1 | 0 | -3 | -9 | . | . | -5 | 0
CCC(C)NC(=O)CSc1nnc(-c2c[nH]c3ccccc23)o1 (configuration not stated) | . | . | . | -1 | 12 | -2 | .
CCOC(=O)C1CCN(Cc2ccccc2C(F)(F)F)CC1 | -6 | -8 | 38 | . | . | -31 | -2
CC(C)NC(=O)N[C@H]1C=C[C@H](CC(=O)O)O[C@H]1CO | 1 | 6 | -1 | -2 | -3 | -4 | .
Cc1ccc2c(COC(=O)C3CC(=O)N(c4ccc5c(c4)OCCO5)C3)cc(=O)oc2c1 (configuration not stated) | . | -1 | 5 | . | -1 | 3 | -1
CC(C)(C)[C@@H]1CCC(=O)N(CC[C@H](Sc2ccc(Br)cc2)c2ccccc2)CC1 | -5 | -2 | -4 | 4 | 2 | 10 | .
CC(C)c1ccc(C(O)P(=O)(OCc2ccccc2)c2ccc(N(C)C)cc2)cc1 (configuration not stated) | . | 4 | . | 6 | -2 | 0 | 24
COC(=O)c1cc(S(=O)(=O)NCC2CCN(CCc3ccc(OC)cc3)CC2)cn1C | 2 | -3 | -5 | 0 | -4 | 1 | -7
COc1ccc(C(=O)c2sc(Nc3ccccc3)nc2N)cc1OC | -31 | -2 | -4 | 4 | 2 | 16 | 19
C[C@H](CO)N1C[C@H](C)[C@H](CN(C)C(=O)Nc2cccc3ccccc23)Oc2c(NC(=O)Nc3ccccc3)cccc2C1=O | 7 | 0 | -7 | -2 | 2 | 16 | 6[16.7 µM]
COc1ccc(Nc2nc(C)cc(C)c2C(N)=O)cc1OC | 3 | -1 | -2 | -3 | 3 | 1 | .
COC(=O)c1ccc(CN2CCCC(C(=O)Nc3ccc(-c4ccn[nH]4)cc3)C2)cc1 (configuration not stated) | -7 | 2 | 3 | -2 | -3 | . | .
COC(=O)CNC(=O)CSc1nnc2cc(C)c3ccccc3n12 | 1 | 4 | -7 | -5 | 5 | 0 | -8
CO[C@H]1CN(C)C(=O)c2cc(NC(=O)C3CCCCC3)ccc2OC[C@@H](C)NC[C@@H]1C | -5 | -6 | 10 | 1 | -2 | . | .
CCCC(=O)Nc1ccc2c(c1)C(=O)N(C)[C@@H]1CC[C@H](CC(=O)NCc3cccc(F)c3)O[C@H]1CO2 | -1 | 3 | -9 | 1 | 0 | 1 | -40[16.7 µM]
O=C(N/N=C/c1ccco1)C(O)c1ccccc1 (configuration not stated) | . | . | . | -2 | 5 | 2 | .
Cc1ccc(NC(=O)CSc2nnc(CCNC(=O)OC(C)(C)C)o2)c(C)c1 | 2 | . | 13 | -1 | -12 | -20 | -9
COC(=O)c1c(C)[nH]c(C(=O)CC#N)c1C | -3 | -1 | 12 | -2 | -1 | 2 | 5
O=C(N/N=C/c1c(Cl)cccc1Cl)c1ccc(-n2cnnn2)cc1 | -1 | -1 | -5 | -2 | -22 | -7 | 3
O=C(C[C@@H]1C[C@@H]2c3cc(NC(=O)C4CCOCC4)ccc3O[C@@H]2[C@@H](CO)O1)NC1CCCCC1 | 5 | -3 | 2 | . | 12 | -8 | -7[16.7 µM]
COC(=O)[C@H](CCSC)NC(=O)Cn1cnc2c(SC)nc(N)nc21 | 8 | 2 | 10 | 2 | 2 | 10 | -2
Nc1cccc(-c2nc3cc(S(=O)(=O)c4ccc5oc(-c6cccc(N)c6)nc5c4)ccc3o2)c1 | -2 | 0 | -11 | . | . | -4 | -1
COc1ccc(-c2ccc3c(c2)O[C@@H](CN(C)CC2CCOCC2)[C@H](C)CN([C@H](C)CO)S3(=O)=O)cc1 | -2 | 4 | -52 | 5 | 1 | -1 | 20[16.7 µM]
Brc1ccc(-c2cn3cccnc3n2)cc1 | ? | -1 | . | . | . | -3 | 2
COCCn1c(SCC(=O)NC(C)c2ccc(F)cc2)nc2ccccc21 (configuration not stated) | -1 | -3 | 8 | -4 | -6 | -4 | -8
Cc1ccc(S(=O)(=O)Nc2ccc3c(c2)C(=O)N([C@H](C)CO)C[C@@H](C)[C@@H](CN(C)S(=O)(=O)c2cn(C)cn2)OCCCC[C@H](C)O3)cc1 | -5 | 47 | . | 1 | -4 | -7 | 9[16.7 µM]
CN1C(=O)c2cc(NC(=O)Nc3ccccc3)ccc2OC[C@H]2O[C@@H](CC(=O)O)CC[C@@H]21 | 1 | 11 | -8 | . | . | -4 | .
CC(OC(=O)c1cc(S(=O)(=O)N2CCOCC2)ccc1F)C(=O)NC1CCCC1 (configuration not stated) | 0 | -2 | -14 | -4 | 4 | 4 | 1
COc1ccc(CN(Cc2cccn2C)S(=O)(=O)c2cccc(C(F)(F)F)c2)cc1 | . | 0 | . | -1 | 1 | -2 | 3
COc1ccc(COCC23N=C4SCc5ccccc5C(=O)N4[C@H](c4ccccc4O2)[C@H]3CO[Si](C)(C)C(C)(C)C)cc1 | . | -2 | . | 1 | -6 | 5 | .
COc1ccc(NC(=S)NC(C)C(c2ccccc2)N2CCOCC2)cc1 (configuration not stated) | -2 | . | -8 | -3 | 2 | 29 | 4
O=C(COC(=O)c1cncc(Br)c1)Nc1ccc(N2CCCCC2)cc1 | 10 | -1 | 18 | 1 | -1 | 4 | 10
COC(=O)c1cc(OC)c(OC)cc1NC(=S)N1CCC(C(N)=O)CC1 | 3 | -5 | 5 | . | . | 11 | -2

Screening data as filed in PubChem.
